Source: PubChem (several laboratories)
APP 5'UTR act = activators of APP 5'UTR luciferase reporter, primary screen, SH-SY5Y cells; SH-SY5Y APP 5'UTR luciferase reporter, luminescence; zero percent = DMSO vehicle wells; activation, % at 2 µM; hit rate 1% among 190,000; AID 1276, 2008;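 active = activation above a set limit, based on mean plus 3 SD of controls, cut at about 140% in these data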; also: values of inactives mirror those of a sister screen read the other way
STAT1 act = STAT1 signaling activators, primary screen, cell-based, HTS, luciferase reporter; hit rate 2.6% among 200,000; NIH 3T3 STAT1-luciferase reporter, IFN-gamma, luminescence; 100% = IFN-gamma alone, no compound; activation (% of control), % at 5.5 µM; AID 932, 2007;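 active = activation above the screen-wide mean activation plus 3 SD, cut at about 130% in these data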;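 also: raw ratio to IFN-gamma control signal so 100% means no change and 0% no light; values of inactives mirror those of a sister screen read the other way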
FLuc act counter = FLuc activators, initial screening, artefact control for FLuc-dependent activation tests, biochemical, ATPlite luminescence | Luciferin 4-monooxygenase (Photinus pyralis), P08659 | ATPlite luciferase biochemical, 10 min; 0 = ATP-free wells, 1 = DMSO control | activation factor at 10 µM | 200,000 tested, under 10 active;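 active = luciferase activation factor, scaled between plate controls, of at least 2 with compound at 10 µM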
Target sequence (P08659 whole entry, looked up): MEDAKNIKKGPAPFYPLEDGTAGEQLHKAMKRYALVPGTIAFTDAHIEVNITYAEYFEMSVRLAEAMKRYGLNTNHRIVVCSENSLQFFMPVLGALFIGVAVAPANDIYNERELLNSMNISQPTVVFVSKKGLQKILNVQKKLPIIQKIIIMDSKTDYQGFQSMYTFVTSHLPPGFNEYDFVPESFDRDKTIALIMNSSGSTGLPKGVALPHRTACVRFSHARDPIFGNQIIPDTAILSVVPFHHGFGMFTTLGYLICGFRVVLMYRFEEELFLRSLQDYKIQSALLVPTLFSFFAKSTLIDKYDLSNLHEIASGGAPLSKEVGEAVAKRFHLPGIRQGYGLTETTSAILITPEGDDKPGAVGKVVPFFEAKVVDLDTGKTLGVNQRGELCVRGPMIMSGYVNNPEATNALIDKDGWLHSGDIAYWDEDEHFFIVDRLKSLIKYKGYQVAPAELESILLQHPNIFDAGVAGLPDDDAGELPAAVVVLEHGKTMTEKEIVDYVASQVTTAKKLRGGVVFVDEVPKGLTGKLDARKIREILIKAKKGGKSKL
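Material: Luciferase/luciferin reagent mix; Doses: test compounds dosed from 2 mM stocks in 100% DMSO; Schedule: 10 min incubation after luciferase reagent addition, room temperature; Measured by: luminescence from luciferase reaction; Read-out: luminescence gain marking luciferase activators.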
Diaphorase inh = diaphorase inhibitors and chemical oxidizers, primary screen, counter-screen for diaphorase-coupled primary assays, biochemical, uHTS, resorufin fluorescence. diaphorase resazurin-to-resorufin fluorescence, NADH, 16 min; bacterial (C. kluyveri) enzyme, not human. inhibition, % at 20 µM. hit rate 0.69% among 190,000. AID 1217, 2008;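 active = primary screen inhibition at 20 µM above a set limit, cut at about 50% in these data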;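 also: plate controls were DMSO with full reaction for no effect and wells lacking NADH for full effect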
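System: Diaphorase enzyme from Clostridium kluyveri | Amount: Enzyme working solution with 0.14 U/mL diaphorase | Benchmarks: No-NADH positive control and DMSO neutral control | Signal: Fluorescence of resorufin formed from resazurin, Ex 544/Em 590 nm | Schedule: 16-min room-temperature incubation before reading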
Diaph act CS = compounds boosting diaphorase resazurin reduction – biochemical, uHTS, resorufin fluorescence, counter-screen for diaphorase-coupled primary assays, primary screen | hit rate 0.005% among 190,000 | Diaphorase/resazurin coupled assay, 16 min; active compounds read high; 1 = vehicle wells, 0 = NADH-free wells | activation factor at 20 µM | AID 1229, 2008;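 active = diaphorase activity raised at least twofold by the compound at 20 µM; inactive = activation factor below 2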
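Test system: Clostridium kluyveri diaphorase, purified enzyme. Buffer or medium: 50 mM HEPES pH 7.4 buffer plus MgCl2 and Tween 20. Also added: 0.114 mM NADH and 0.1 mM resazurin, final amounts. Dosing: compound 20 µM once, DMSO 1%. Schedule: 16 min enzyme reaction, ambient temperature. Detection: fluorescence of resorufin, 544 nm excitation, 590 nm emission.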
FLuc inhib CS = firefly luciferase enzyme inhibitors, primary screen, artefact control for luciferase-based inhibitor screens, biochemical, luminescence, ATPLite | inhibition, % at 10 µM | Luciferin 4-monooxygenase (Photinus pyralis), P08659 | 10 min | hit rate 1.5% among 200,000 | AID 1006, 2008;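 active = inhibition above about 50% when tested at 10 µM, limit read from the data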
G6PDH counter = L. mesenteroides G6PDH inhibitors, counter-screen for G6PDH-coupled screening assays, biochemical, Leuconostoc mesenteroides enzyme; glucose-6-phosphate dehydrogenase [Leuconostoc mesenteroides]; Purified L. mesenteroides G6PDH, diaphorase/resazurin coupled fluorescence, 45 min; inhibition, % at 5 µM; hit rate 0.12% among 200,000; AID 1020, 2008; in the data active = inhibition above about 50%
TLR4 MyD88 comp = inhibitors of TLR4-MyD88 association in cells, primary screen, cell-based, HeLa CL3-4, BLA complementation, FRET ratio. Toll-like receptor 4 (Homo sapiens) + Myeloid differentiation primary response protein …. hit rate 0.18% among 200,000. inhibition, % at 8.4 µM. HeLa CL3-4 TLR4/MyD88 BLA complementation; in the data active = inhibition above about 25%;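 also: 0% = vehicle and 100% = reference inhibitor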
APP 5UTR inh = inhibitors of APP translation via 5'UTR reporter, primary screen, APP 5'UTR luciferase, SH-SY5Y cells. inhibition, % at 2 µM. hit rate 0.82% among 190,000. SH-SY5Y APP 5'UTR-luciferase reporter, luminescence. AID 1285, 2008;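 active = inhibition above a set limit, derived from the sample mean plus 3 SD, cut at about 45% in these data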; also: values of inactives mirror those of a sister screen read the other way
NF-kB expr up = activators of NF-kB expression in neurons, primary screen, cell-based, HTS | hit rate 1.6% among 190,000 | fold change at 12.5 µM | AID 1239, 2008 | human neuronal cells, NF-kB reporter expression; active compounds read high; in the data active = fold change above about 3.3
* = called active by the depositor; / = no result given. Rows were taken by chance. About 5.6% of those tested had a hit in this group.

Order of results – APP 5'UTR act	STAT1 act	FLuc act counter	Diaphorase inh	Diaph act CS	FLuc inhib CS	G6PDH counter	TLR4 MyD88 comp	APP 5UTR inh	NF-kB expr up
> O=C(CS(=O)(=O)Cc1ccccc1)N1CCc2ccccc2C1
→ 9	110	1	30	0.7	1	-7	-9	-9	1.1
> CCCc1cc(C(=O)N2CCC(N3CCC(C(=O)NC(C)C)CC3)CC2)n(C)n1
→ 2	98	1.1	15	0.8	-11	8	-23	-2	1.2
> O=C(CSc1nnc(-c2ccccc2)c(-c2ccccc2)n1)Nc1ncc(Cl)cc1Cl
→ -2	110	1	17	0.8	0	-3	-5	2	1.1
> C#CC(CC)(CC)NC(=O)Nc1ccccc1C(=O)OC
→ 16	98	1.1	6	0.9	-7	9	-15	-16	0.97
> Cc1ccc2c(c1)Sc1ccccc1CC2=O
→ -1	99	1	0	1	0	-4	-4	1	1.3
> CCOC(=O)CN(C(=O)CNC(=O)c1cccs1)C(C(=O)NC1CCCC1)c1ccncc1 (stereo not drawn)
→ 21	99	1	17	0.8	-4	11	3	-21	1.1
> Cn1c(-c2ccc3c(c2)OCO3)cnc1NC(=O)CCC(=O)NCCc1ccccc1
→ 1	114	1	-1	1	-2	-1	8	-1	2.1
> CC(C)CC1NC(=S)N(C2CCCCC2)C1=O (stereo not drawn)
→ -5	101	1.1	5	0.9	-6	10	-12	5	1.1
> O=C1CC(NCc2ccc(F)cc2)C(=O)N1c1ccccc1 (stereo not drawn)
→ -15	101	1	3	1	-1	6	4	15	1.1
> COc1ccc(/C=N/NC(=O)c2cc(-c3ccc(C)cc3C)nc3ccccc23)cc1COC(C)=O
→ -16	103	1	1	1	0	5	11	16	1.2
> CCc1ccccc1NS(=O)(=O)c1ccc(SC)cc1
→ -27	96	1	23	0.8	-3	5	0	27	0.97
> COc1cccc(C(=O)NCC(=O)N/N=C/c2cccs2)c1
→ -2	98	1	6	0.9	5	8	-2	2	1.2
> O=c1cc(-c2c(O)c3ccccc3n(Cc3ccccc3)c2=O)[nH][nH]1
→ 46	95	1.1	33	0.7	-6	1	-1	-46	1.3
> Cc1c(NC(=O)CN2C(=O)NC3(CCCCC3)C2=O)c(=O)n(-c2ccccc2)n1C
→ 15	96	1.1	4	1	-6	6	-10	-15	1.2
> CC(=O)c1cccc(NC(=O)N2CCC(NC(=O)C34CC5CC(CC(C5)C3)C4)CC2)c1
→ -11	108	1.1	-1	1	-6	2	3	11	1.2
> CC(C)OC(=O)c1cc(-c2ccc(C=O)o2)ccc1Cl
→ -13	103	1	17	0.8	1	12	-5	13	1.4
> O=C1S/C(=C\c2ccc(N3CCOCC3)o2)C(=O)N1c1ccccc1
→ 6	121	1	31	0.7	5	18	17	-6	1.6
> Cc1cc2nc(-c3cccc(NC(=O)c4ccc(Br)o4)c3)oc2cc1C
→ 39	106	0.8	3	1	21	6	1	-39	1
> Cc1cccc2cc(C(c3nnnn3Cc3ccccc3)N3CCN(C)CC3)c(=O)[nH]c12 (stereo not drawn)
→ 5	102	1	13	0.9	-4	5	5	-5	1.2
> Cc1cccc2cc(C(c3nnnn3Cc3ccc4c(c3)OCO4)N3CCCC3)c(=O)[nH]c12 (stereo not drawn)
→ -6	94	1	2	1	-4	8	-18	6	0.96

Random excerpt: three records from the list.
Order of results – APP 5'UTR act	STAT1 act	FLuc act counter	Diaphorase inh	Diaph act CS	FLuc inhib CS	G6PDH counter	TLR4 MyD88 comp	APP 5UTR inh	NF-kB expr up
> Cc1cccc2cc(C(c3nnnn3Cc3ccccc3)N3CCN(C)CC3)c(=O)[nH]c12 (stereo not drawn)
→ 5	102	1	13	0.9	-4	5	5	-5	1.2
> O=c1cc(-c2c(O)c3ccccc3n(Cc3ccccc3)c2=O)[nH][nH]1
→ 46	95	1.1	33	0.7	-6	1	-1	-46	1.3
> O=C1CC(NCc2ccc(F)cc2)C(=O)N1c1ccccc1 (stereo not drawn)
→ -15	101	1	3	1	-1	6	4	15	1.1

Returning to the listing with the 2 entries that preceded the break.
Structure,APP 5'UTR act,STAT1 act,FLuc act counter,Diaphorase inh,Diaph act CS,FLuc inhib CS,G6PDH counter,TLR4 MyD88 comp,APP 5UTR inh,NF-kB expr up
Cc1cccc2cc(C(c3nnnn3Cc3ccccc3)N3CCN(C)CC3)c(=O)[nH]c12 (stereo not drawn),5,102,1,13,0.9,-4,5,5,-5,1.2
Cc1cccc2cc(C(c3nnnn3Cc3ccc4c(c3)OCO4)N3CCCC3)c(=O)[nH]c12 (stereo not drawn),-6,94,1,2,1,-4,8,-18,6,0.96
C[C@H](NC(=O)OC(C)(C)C)C(=O)NCC1CCC(C(=O)O)CC1 (stereo partly drawn),2,98,1.1,8,0.9,-5,-17,-3,-2,1.4
O=C(NCc1ccco1)C(c1ccco1)N(Cc1cccs1)C(=O)Cn1nnc2ccccc21 (stereo not drawn),14,99,1,18,0.8,-3,7,4,-14,1
Cc1onc(-c2c(Cl)cccc2Cl)c1C(=O)Nn1cnnc1,-5,91,1.1,22,0.8,-6,3,-2,5,1
Cc1ccc(/C=C2/Sc3ccccc3N(CC(=O)NCCCOC(C)C)C2=O)cc1,2,100,1,7,0.9,-4,-16,0,-2,1.3
O=C1c2ccccc2C(=O)N1CCOc1ccccc1,11,135*,/,/,/,/,/,4,-10,/
CCOC(=O)C1CCN(C(=O)COC(=O)COc2ccc(Cl)cc2)CC1,18,104,1,6,0.9,-2,3,1,-18,1
Cc1ccc(C)c(-n2cc(CNCCc3cnccn3)c(-c3ccccc3)n2)c1,1,101,1.1,2,1,-7,11,-2,-1,1
Cc1cc(NS(=O)(=O)c2ccc(NC(=O)C(C)Oc3ccc(Cl)cc3)cc2)no1 (stereo not drawn),0,102,1,-6,1.1,-3,11,-10,0,1.1
CCC(C)C(=O)Nc1cc(OC)c(OC)cc1C(=O)O (stereo not drawn),-2,93,1,13,0.9,-4,1,-3,2,1.1
COCc1cc(C)nc2sc(C(=O)OC(C)C)c(N)c12,-21,104,0.8,2,1,19,18,-2,21,1.1
CC1=CC(C)(C)[N+](C)(C)c2ccccc21,27,109,1,6,0.9,-4,-17,0,-27,1.1
CN(CC(=O)Nc1cccc(S(=O)(=O)NC2=NCCCCC2)c1)Cc1ccc(C(C)(C)C)cc1,14,97,1.1,10,0.9,-10,3,-3,-14,1.1
CN(Cc1cc(=O)[nH]c2ccccc12)C(=O)c1ccccc1,31,104,1.1,19,0.8,-7,3,-2,-32,1.3
CCC(C)(C(=O)NC1CCCC1)N(C(=O)c1cnccn1)c1c(C)n(C)n(-c2ccccc2)c1=O (stereo not drawn),-5,93,1.1,5,0.9,-6,14,-14,5,1.1
CCOc1ccccc1Nc1nnc(SCC(=O)Nc2ccc3[nH]c(=O)[nH]c3c2)s1,19,100,1,41,0.6,-2,-4,7,-19,1.1
Cc1c(Cl)cccc1NC(=O)COc1ccc(S(=O)(=O)N2CCOCC2)cc1,1,100,1.1,12,0.9,-7,4,11,-1,1
Cc1nn(-c2ccccc2)c2c1C(c1ccc(O)c(O)c1)N1C(=N2)C(Nc2ccccc2)=Nc2ccccc21 (stereo not drawn),-4,96,1,26,0.7,-5,8,57*,4,0.45
O=C(CNC(=S)N(Cc1ccccc1F)C1CCCCC1)NCCCN1CCOCC1,-19,100,1.1,3,1,-8,-2,-4,19,1.2
CCn1c2c(c3cc(Cl)ccc31)CCCC2=O,16,87,1,15,0.8,-4,2,-10,-16,1
CSc1nc(-c2ccccc2)nc(N2CCOCC2)c1C(C)=O,-3,92,1.1,12,0.9,-7,-7,-11,3,1.3
COC(=O)c1cn(C(=O)c2cccs2)c2ccccc12,-11,97,1,-1,1,-3,7,6,11,1.3
CCn1ncc(NC(=S)NCCc2ccc(OC)c(OC)c2)c1C(N)=O,2,102,1,13,0.9,-2,-2,-29,-2,1.1
CCc1ccc(NC(=O)Cn2cccc2)cc1,-19,93,0.9,2,1,12,0,0,19,1.4
Nc1c(N2CCN(c3ccccc3)CC2)c2ccccc2oc1=O,6,95,1,44,0.6,0,8,-7,-6,0.86
